NSD2 inh: blocks human histone methyltransferase NSD2 | O96028 | NSD2 peptide methylation, AlphaScreen, 120 min | inhibition, % at 12.5 µM | 310,000 compounds, 0.54% hits | AID 743445; in the data active = inhibition above about 50%
Mot1-301 SUMO: blocks SUMOylation pathway, rescuing yeast Mot1-301 growth; AID 2716; 320,000 compounds, 1% hits; S. cerevisiae Mot1-301 growth rescue, ATP luminescence, 38.5C; percent above DMSO median, 100 means doubled; growth rescue, % at 18.8 µM;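 active = every valid replicate shows activation above 250% relative to neutral control wells; inactive = the rest, any valid replicate at or below 250%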;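 note: OY570 slx delta 5 strain wells were the positive control but not used for scaling; some compounds called inactive have numbers as strong as hits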
Rtt109 Vps75: C. albicans Rtt109 histone acetyltransferase inhibition; inhibition, % at 34.9 µM; AID 540336; 330,000 compounds, 0.16% hits; purified Rtt109/Vps75, ThioGlo CoA-SH fluorescence, 4 h;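 active = inhibition of at least 50% in every replicate; inconclusive = best replicate reaches 50% inhibition but some replicates fall short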
CDK5 p35 inh: blocks human CDK5/p35 kinase activity | Q00535+Q15078 | Recombinant CDK5/p35, ADP-Glo luminescence, 60 min | inhibition, % at 10 µM | 330,000 compounds, 0.01% hits | AID 488839;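 active = highest replicate inhibition of at least 50% and at least 75% of replicates reaching 50%; inconclusive = only one of the two criteria met; inactive = both criteria failed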;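 note: plate controls were DMSO neutral control for no effect and GW8510 at 10 µM for full effect; many of its hits are not listed in these tables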
dFosB act: enhances mouse delta FosB homodimer DNA binding; P13346; purified delta FosB, TAMRA-CDK5 oligo fluorescence polarization; percent of positive-control signal above neutral wells; activation, % at 25 µM; 340,000 compounds, 0.99% hits; AID 493131;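 active = mean activation above about 17%, with every replicate also reaching it, limit read from the data, passing the limit was not always enough; inconclusive = only one of the two conditions met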;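 note: fluorescence polarization rise as delta FosB binds a TAMRA Cdk5 AP-1 oligo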
Target sequence (P13346 whole entry, looked up): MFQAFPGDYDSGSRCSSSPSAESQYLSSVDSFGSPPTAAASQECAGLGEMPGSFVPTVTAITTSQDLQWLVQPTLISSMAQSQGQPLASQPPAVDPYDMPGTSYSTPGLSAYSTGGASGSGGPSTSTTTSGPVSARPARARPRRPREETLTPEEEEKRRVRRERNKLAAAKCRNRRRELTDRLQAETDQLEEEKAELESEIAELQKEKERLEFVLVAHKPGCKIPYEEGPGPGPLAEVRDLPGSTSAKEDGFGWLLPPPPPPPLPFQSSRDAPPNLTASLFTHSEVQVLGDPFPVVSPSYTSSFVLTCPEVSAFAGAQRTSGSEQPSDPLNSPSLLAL
cardiac RTF act: increases calcium sensitivity of human cardiac regulated thin filaments; P19429+P45379; IANBD-labeled TnC RTF fluorescence at EC20 calcium; 0% EC20 calcium, 100% full calcium; activation, % at 7.2 µM; 340,000 compounds, 0.24% hits; AID 493008;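 active = activation above the mean over all tested compounds plus 3 SD, cut at about 30% in these data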;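 note: rise in fluorescence read as greater calcium sensitivity of cardiac thin filaments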
RTF Ca sens inh: cardiac RTF calcium desensitization; IANBD-labeled cardiac RTF, Ca2+ fluorescence; inhibition, % at 7.15 µM; 340,000 compounds, 0.12% hits; AID 493244;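 active = inhibition above the mean inhibition of all tested compounds plus 3 SD, cut at about 17% in these data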;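 note: assay run at fixed EC70 calcium of 1.6 mM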
Keap1-Nrf2 PPI: inhibitors of human Keap1-Nrf2 protein-protein interaction; inhibition, % at 9.4 µM; AID 504523; Keap1 Kelch-Nrf2 peptide fluorescence polarization, 1536-well; 340,000 compounds, 0.15% hits; in the data active = inhibition above about 12%; inconclusive = no clear call, values can overlap the other calls; inactive = below about 7.3%;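 note: human Keap1 Kelch domain with fluorescein labeled Nrf2 9mer peptide probe; 0% = neutral control wells and 100% = peptide positive control; higher means more block of Keap1 binding to Nrf2 peptide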
Target sequence (Q14145 whole entry, looked up, the tested form may be a part): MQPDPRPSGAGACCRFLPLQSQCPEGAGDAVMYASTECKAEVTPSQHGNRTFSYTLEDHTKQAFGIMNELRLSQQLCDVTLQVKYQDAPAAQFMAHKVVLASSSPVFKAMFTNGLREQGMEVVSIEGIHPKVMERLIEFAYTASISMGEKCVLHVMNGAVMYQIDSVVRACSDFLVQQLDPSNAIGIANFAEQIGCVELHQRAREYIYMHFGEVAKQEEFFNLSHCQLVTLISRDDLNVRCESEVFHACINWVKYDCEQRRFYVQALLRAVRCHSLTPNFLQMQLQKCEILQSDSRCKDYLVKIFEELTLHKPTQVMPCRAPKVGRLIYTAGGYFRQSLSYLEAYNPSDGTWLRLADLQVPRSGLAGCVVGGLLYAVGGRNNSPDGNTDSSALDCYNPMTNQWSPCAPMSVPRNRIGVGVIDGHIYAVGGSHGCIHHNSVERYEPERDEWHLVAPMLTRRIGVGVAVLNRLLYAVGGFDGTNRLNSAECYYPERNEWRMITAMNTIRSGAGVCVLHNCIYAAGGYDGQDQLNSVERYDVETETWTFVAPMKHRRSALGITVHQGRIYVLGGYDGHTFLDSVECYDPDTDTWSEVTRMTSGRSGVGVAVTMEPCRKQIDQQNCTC
LANA DNA inh: blocks KSHV LANA C-terminal domain binding to DNA. 340,000 compounds, 0.078% hits. inhibition, % at 9 µM. MBP-C-LANA/FAM-LBS DNA binding, fluorescence polarization;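 active = highest replicate inhibition at or above 60% at 9 µM, even if other replicates fall short; inactive = all replicates below 60% inhibition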;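 note: 0% = neutral control wells and 100% = 4 µM acridine orange control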
PvdQ acylase: blocks Pseudomonas aeruginosa PvdQ acylase activity; purified PvdQ acylase, fluorescence plate reader; inhibition, % at 10 µM; 340,000 compounds, 0.063% hits; AID 488965; in the data active = inhibition above about 30%, passing the limit was not always enough; inconclusive = no clear call, values can overlap the other calls;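 note: 0% = vehicle neutral wells and 100% = reference inhibitor wells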
PfHsp90 set2: reduces growth (ATP signal) of yeast expressing P. falciparum Hsp90 | S. cerevisiae expressing PfHsp90, BacTiter-Glo ATP, 48 h; yeast lacking PDR1 and PDR3 efflux regulators | 310,000 compounds, 0.32% hits | inhibition, % at 9.4 µM;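 active = every replicate shows inhibition above about 80%, whatever the replicate mean, limit read from the data; inconclusive = mean inhibition reaches the set limit but some replicate falls short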;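 note: 0% = DMSO neutral controls and 100% = 20 µM radicicol positive controls; yeast relying on Plasmodium falciparum Hsp90 in place of its own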
An asterisk follows results filed as active; ? = inconclusive; nt = not tested or not shown. Rows were taken by chance (roughly 3.2% active in at least one column).

no.	SMILES	NSD2 inh	Mot1-301 SUMO	Rtt109 Vps75	CDK5 p35 inh	dFosB act	cardiac RTF act
1	CCOC(=O)CNC(=O)N1CCc2ccc(NC(=O)c3ccccc3OC)cc2C1	3	3	22	0.3	-9	0
2	COc1ccc(C(=O)/C=C/c2ccc(OC)c(O)c2)c(F)c1	14	3	13	2.3	-10	-7
3	CC1CN(C(=O)c2cccc(S(=O)(=O)Nc3cc(Cl)ccc3Cl)c2)CC(C)O1 (centres undefined)	-1	nt	1	-0.1	-4	3
4	CC/C(O)=C1\C(=O)CC(c2ccccc2)CC1=NC(C)C (centres undefined)	-2	16	9	0.1	-3	9
5	O=C1NC(c2ccc(Cl)cc2Cl)Oc2ccccc21 (centres undefined)	-3	-24	-4	1.4	-1	-3
6	CCN(C(=O)c1ccc(Br)cc1)c1ccccc1	9	-19	-21	0.3	0	4
7	CC(C)OC(=O)Cn1nnc(-c2ccccc2)n1	-3	2	1	0.0	3	5
8	c1csc(-c2csc(-c3cccs3)n2)c1	-2	47	-6	0.4	9	0
9	CNC(=O)Nc1cc(C(C)(C)C)no1	-4	29	-3	-0.2	0	-3
10	NC(=O)C12CCCC(Br)(CCC1)C2	-1	0	6	0.4	-8	-2

no.	RTF Ca sens inh	Keap1-Nrf2 PPI	LANA DNA inh	PvdQ acylase	PfHsp90 set2
1	-4	-2	-1.8	5	-8
2	-11	-6	-0.9	-4	19
3	-4	-2	-0.6	-12	-9
4	-28	-3	-0.4	-14	34
5	-2	-2	1.1	4	-11
6	-7	-3	1.0	-11	nt
7	-8	-2	-0.8	-6	15
8	8	-4	1.2	1	-53
9	6	-3	0.6	-3	nt
10	7	-1	0.4	18	9

The list continues:
no.	SMILES	NSD2 inh	Mot1-301 SUMO	Rtt109 Vps75	CDK5 p35 inh	dFosB act	cardiac RTF act
11	Cc1ccc(C(=O)NCCCn2ccnc2)cc1[N+](=O)[O-]	-2	-29	1	-0.5	5	11
12	CCC(C)c1ccc(S(=O)(=O)N2CCN(C(=O)COc3ccc4c(C)cc(=O)oc4c3)CC2)cc1 (centres undefined)	0	524*	8	0.6	-8	0
13	Cc1ccc(C(=O)OCC(=O)Nc2cc(S(=O)(=O)N3CCOCC3)ccc2C)cc1	14	9	-4	0.9	-11	4
14	CCONC(=O)Nc1ccccc1[N+](=O)[O-]	nt	-6	-5	2.4	-4	-1
15	Cc1[nH]n(-c2ccc([N+](=O)[O-])cc2)c(=O)c1C=NCCc1c[nH]c2ccccc12	-3	-16	3	0.0	?	2
16	O=C(CN1CCCCC1)c1c[nH]c2ccccc12	3	-10	5	0.9	-3	11
17	NS(=O)(=O)c1ccc(CCNc2nc3c(-c4cccc(F)c4)nnn3c3ccccc23)cc1	40	546*	-65	0.1	2	4
18	Cc1cc(SCC(=O)N(C)c2c(N)n(Cc3ccccc3)c(=O)[nH]c2=O)nc2ccccc12	47	-10	nt	-2.2	-9	1
19	O=C(O)c1ccccc1S(=O)CCO (centres undefined)	-2	-17	2	-0.8	6	-1
20	Cc1nc2ccccc2c(=O)n1NC(=O)c1ccc(Cl)c([N+](=O)[O-])c1	-1	-5	9	-3.5	4	3

no.	RTF Ca sens inh	Keap1-Nrf2 PPI	LANA DNA inh	PvdQ acylase	PfHsp90 set2
11	12	-4	-1.6	-20	nt
12	-9	-3	27	-16	-18
13	7	-4	1.9	-12	-6
14	-4	4	-2.7	-3	-5
15	-20	-1	-0.9	-4	52
16	-7	-2	5.0	-23	0
17	4	-3	3.3	-32	-11
18	-3	-2	0.2	-21	-28
19	-4	-4	0.5	-11	-10
20	-6	2	-0.2	-15	10

(listing goes on)
no.	SMILES	NSD2 inh	Mot1-301 SUMO	Rtt109 Vps75	CDK5 p35 inh	dFosB act	cardiac RTF act
21	CCc1ccc2nc(SCC(=O)N(CC)CC)c(C#N)cc2c1	-4	270	-10	-0.4	-5	0
22	COc1cccc(-n2c(CNc3ccc(F)cc3)nnc2SCC(N)=O)c1	0	-31	4	0.0	-5	-3
23	O=C(Nc1ccc(Cl)cc1)Nc1ccc2c(c1)N1CCN=C1S2	-1	-5	21	1.0	9	-7
24	Nc1nccnc1C(=O)OCC(=O)NCCc1ccc(S(N)(=O)=O)cc1	-8	-5	-15	-4.8	-4	1
25	CCC(=O)c1ccc2ncccc2c1	2	-2	nt	1.0	-1	4
26	CCc1cc2c(COC(=O)c3cccc(NS(C)(=O)=O)c3)cc(=O)oc2cc1O	-3	-1	0	-0.1	8	-9
27	Cc1ccc(N=CC=C2OC(C)(C)C(C)(C)O2)cc1	3	8	-2	7.3	-2	5
28	Cc1cnc(C(=O)OCC(=O)Nc2ccc(C)c(S(=O)(=O)N3CCCCCC3)c2)cn1	nt	15	-3	-1.8	-19	3
29	COc1ccc(S(=O)(=O)n2nc(OC(=O)c3ccncc3)cc2N)cc1	nt	8	2	-0.4	11	-6
30	CCS(=O)(=O)N1Cc2ccccc2CC1C(=O)Nc1ccc(F)cc1 (centres undefined)	-2	-31	-1	0.8	-1	-2

no.	RTF Ca sens inh	Keap1-Nrf2 PPI	LANA DNA inh	PvdQ acylase	PfHsp90 set2
21	-14	-2	0.0	-15	2
22	0	2	0.5	8	25
23	-8	1	0.7	-11	nt
24	-4	-9	-0.8	-15	nt
25	-8	3	-0.2	-9	-1
26	-12	-1	-0.7	-18	-9
27	-13	-6	-0.6	-19	-5
28	-9	-2	0.1	-15	3
29	4	1	0.5	3	0
30	-10	0	-0.3	-7	17

The closing six compounds of the section before open the next one.
no.	SMILES	NSD2 inh	Mot1-301 SUMO	Rtt109 Vps75	CDK5 p35 inh	dFosB act	cardiac RTF act
25	CCC(=O)c1ccc2ncccc2c1	2	-2	nt	1.0	-1	4
26	CCc1cc2c(COC(=O)c3cccc(NS(C)(=O)=O)c3)cc(=O)oc2cc1O	-3	-1	0	-0.1	8	-9
27	Cc1ccc(N=CC=C2OC(C)(C)C(C)(C)O2)cc1	3	8	-2	7.3	-2	5
28	Cc1cnc(C(=O)OCC(=O)Nc2ccc(C)c(S(=O)(=O)N3CCCCCC3)c2)cn1	nt	15	-3	-1.8	-19	3
29	COc1ccc(S(=O)(=O)n2nc(OC(=O)c3ccncc3)cc2N)cc1	nt	8	2	-0.4	11	-6
30	CCS(=O)(=O)N1Cc2ccccc2CC1C(=O)Nc1ccc(F)cc1 (centres undefined)	-2	-31	-1	0.8	-1	-2
31	COc1ccc(C(=O)Nc2cccc3nc(C)ccc23)c(OC)c1	0	-16	-5	1.4	-36	1
32	O=C(CN1C(=O)CSC1=O)Nc1ccccc1N1CCOCC1	-4	20	4	1.0	-2	-5
33	COc1cc(OC)c(C2C(C#N)=C(N)Oc3cc(C)n(CCCN4CCOCC4)c(=O)c32)cc1OC (centres undefined)	11	-5	0	0.3	-2	-1
34	O=C(c1cccs1)N1N=C(c2ccccc2)CC1c1ccc(O)cc1 (centres undefined)	-2	-10	9	-0.4	-5	0
35	COc1cccc(CN(C)C(=O)C2CSC3(C)CCC(=O)N23)c1OC (centres undefined)	-2	-16	6	2.9	1	2
36	CN(C(=O)CSc1nnc(COc2ccccc2F)n1N)C1CCS(=O)(=O)C1 (centres undefined)	0	12	1	-0.4	-2	-6
37	Clc1ccc(COc2ccccc2-c2ccnc3ncnn23)cc1	-1	-3	0	1.5	-2	11
38	CC(C)c1ccc(N(CC(=O)NCCSCc2ccco2)S(C)(=O)=O)cc1	2	282	-6	-0.7	-10	1
39	COc1ccc(OCc2nnc(SCC(=O)NCC3CCCO3)n2N)cc1 (centres undefined)	16	1	7	1.4	-1	-1
40	COC(=O)c1ccc(OC(=O)c2cnccn2)cc1	6	-12	-3	-1.2	-6	-5

no.	RTF Ca sens inh	Keap1-Nrf2 PPI	LANA DNA inh	PvdQ acylase	PfHsp90 set2
25	-8	3	-0.2	-9	-1
26	-12	-1	-0.7	-18	-9
27	-13	-6	-0.6	-19	-5
28	-9	-2	0.1	-15	3
29	4	1	0.5	3	0
30	-10	0	-0.3	-7	17
31	-12	-5	0.4	-4	-6
32	-2	0	1.2	-7	5
33	-5	1	-1.4	0	-32
34	10	0	-0.4	4	-18
35	-5	1	-0.2	-18	nt
36	-1	-2	-1.8	11	-7
37	-2	-4	-3.1	-19	2
38	-4	-5	-1.0	-8	-28
39	-3	-7	0.5	16	17
40	-7	0	0.2	5	-17

(list continues)
no.	SMILES	NSD2 inh	Mot1-301 SUMO	Rtt109 Vps75	CDK5 p35 inh	dFosB act	cardiac RTF act
41	Cc1csc(NC(=O)CSc2nnc3c4ccccc4nc(C(C)(C)C)n23)n1	-1	0	-5	-1.2	-6	9
42	O=C(NCC1CCCO1)c1ccccc1NS(=O)(=O)c1cc([N+](=O)[O-])ccc1Cl (centres undefined)	-2	0	1	-1.0	-16	1
43	CSc1ncc(Cl)c(C(=O)Nc2ccccc2[N+](=O)[O-])n1	1	0	-4	0.7	2	-2
44	COc1cccc(C=NNC(=O)c2ccncc2)c1O	1	nt	4	-0.4	4	0
45	CCOC(=O)c1oc2c(c1C)/C(=N/O)CCC2	2	-14	-2	-0.5	-1	15
46	CC(C)=C1C2CCC1C(C(=O)NCCc1ccccc1)C2C(=O)O (centres undefined)	5	-29	-6	-0.7	1	4
47	Cc1ccc2c(c1)CCCN2C(=O)c1ccco1	2	160	2	2.2	4	-5
48	CCOc1ccc(N(CC(=O)Nc2ccc(CC)cc2)S(=O)(=O)c2c(C)[nH]c(=O)[nH]c2=O)cc1	2	-1	8	-1.3	-3	-3
49	Cc1c(NS(=O)(=O)c2cccc3nsnc23)c(=O)n(-c2ccccc2)n1C	16	-3	-1	-3.7	0	12
50	CCOc1ccc(C2C(C(=O)Nc3ccc(F)cc3)=C(C)Nc3nc(CCCO)nn32)cc1 (centres undefined)	nt	-16	1	0.1	3	-5
51	O=C(O)CSc1cc(C(=O)c2ccccc2O)cn2c(=O)c3c(-c4ccccc4)csc3nc12	nt	6	-5	-2.2	-24	-6
52	Cc1ccccc1CN1CCC(CNC(=O)Nc2ccc(F)cc2F)CC1	3	-14	18	0.8	0	-3
53	NC(=O)c1cc(C(=O)Cc2ccc(Cl)cc2)c[nH]1	-1	2	-4	0.9	-4	8

no.	RTF Ca sens inh	Keap1-Nrf2 PPI	LANA DNA inh	PvdQ acylase	PfHsp90 set2
41	-5	-3	2.3	-12	11
42	-8	-2	0.6	-15	8
43	-8	-3	12	-14	0
44	4	2	1.5	-6	nt
45	0	0	0.0	-3	-5
46	10	1	-0.9	0	-8
47	-2	-3	-0.5	-2	21
48	-2	-1	-0.6	0	-9
49	-1	-5	-1.6	-5	20
50	2	-1	0.6	-7	14
51	-9	-1	-0.1	0	-30
52	-4	-8	2.0	22	4
53	-1	-5	1.6	-17	-4
